Furin inhibitor: human furin inhibitors, primary screen, biochemical, fluorescence intensity | purified furin, fluorogenic substrate cleavage | inhibition, % at 30 µM | actives 0.061% (n = 220,000) | AID 463115, 2010; in the data active = inhibition above about 25%; note: inactives centre near -15
Target sequence (P09958 108-714 limits assumed): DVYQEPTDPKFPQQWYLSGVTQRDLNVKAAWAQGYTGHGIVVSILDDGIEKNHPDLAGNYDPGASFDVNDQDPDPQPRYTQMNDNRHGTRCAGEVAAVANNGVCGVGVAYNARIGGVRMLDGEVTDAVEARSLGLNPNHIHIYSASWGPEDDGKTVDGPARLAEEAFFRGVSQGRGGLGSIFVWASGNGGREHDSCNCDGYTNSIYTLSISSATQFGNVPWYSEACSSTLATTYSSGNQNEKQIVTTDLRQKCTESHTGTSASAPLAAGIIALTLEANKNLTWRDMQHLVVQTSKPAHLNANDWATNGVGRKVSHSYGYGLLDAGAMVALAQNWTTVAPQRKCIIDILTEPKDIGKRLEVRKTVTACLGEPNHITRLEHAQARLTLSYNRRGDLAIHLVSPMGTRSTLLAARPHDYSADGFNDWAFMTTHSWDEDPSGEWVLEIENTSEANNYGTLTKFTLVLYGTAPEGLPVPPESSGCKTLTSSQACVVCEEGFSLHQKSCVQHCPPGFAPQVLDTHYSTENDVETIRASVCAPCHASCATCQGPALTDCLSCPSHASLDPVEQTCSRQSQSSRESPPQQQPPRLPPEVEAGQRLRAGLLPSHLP
TRPML3 agonist: human TRPML3 channel agonists, primary screen, cell-based, HEK293 TRPML3-YFP, Fluo-8 calcium fluorescence, 3 µM | AID 1448, 2008 | Mucolipin-3 (Homo sapiens), Q8TDD5 | 100% = the carbachol control signal | actives 0.29% (n = 220,000) | activation, % at 3 µM;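 active = activation above its plate's cutoff, the mean activation of the plate's test wells plus 3 SD, cut at about 12% in these data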;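 note: 0% = DMSO only wells and 100% = carbachol wells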
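Test system – HEK293 line with stable expression of human TRPML3-YFP channel · Control set – carbachol 87 µM final as high control (100%), DMSO as low control (0%) · Signal – Fluo-8 calcium dye fluorescence, ex 470-495, em 515-575 nm · Incubation – 1-h 37 °C dye load, 5-s basal, 120-s post-compound reads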
Tb hexokinase: Trypanosoma brucei hexokinase 1 inhibitors, primary screen, biochemical, G6PDH-coupled NADH absorbance, MLSCN library; hexokinase 1 [Trypanosoma brucei]; recombinant TbHK1, G6PDH-coupled NADH A340; inhibition, % at 10 µM; actives 0.11% (n = 220,000);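 active = inhibition of 50% or more in the single-dose primary screen; inactive = inhibition below 50%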
m-calpain inh: inhibitors of pig calpain II, primary screen, biochemical, fluorogenic peptide substrate, 1536-well | inhibition, % at 16 µM | purified calpain II, 30 min | AID 1236, 2008 | actives 0.37% (n = 220,000);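 active = inhibition above about 50%, limit read from the data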
thrombin 1536: human alpha-thrombin inhibitors, primary screen, counter-screen for coagulation protease inhibitor project, biochemical, 1536-well, fluorogenic AMC substrate; actives 0.26% (n = 220,000); Boc-VPR-AMC fluorogenic substrate cleavage; AID 1046, 2008; inhibition, % at 5 µM; Prothrombin (Homo sapiens), P00734;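 active = inhibition at or above 40%; inactive = inhibition below 40%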;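 note: 0% = enzyme with no compound and 100% = wells without enzyme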
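Material: human alpha-thrombin enzyme / Medium: pH 7.5 Tris (50 mM) with NaCl 150 mM, Tween 20 0.05% / Compound: single-point dosing at 5 µM, 0.2% DMSO / Incubation: enzyme reaction carried out at room temperature / Detection: AMC fluorescence, 355/460 nm / Read-out basis: percent inhibition scaled between no-compound controls and no-enzyme blanks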
KCC2 mod: KCC2 cotransporter modulators, thallium flux, primary screen, cell-based, HEK293 KCC2, FluoZin-2 fluorescence, MLSMR | actives 2.2% (n = 190,000) | KCC2 cells, thallium flux FluoZin-2 fluorescence | B-score of Tl+ flux slope (higher = more flux/activation; lower = inhibition) at 10 µM | Solute carrier family 12 member 5 (Homo sapiens), Q9H2X9;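 active = thallium flux slope and its plate-corrected score both differing from the plate sample mean at a set confidence after two filtering rounds, in either direction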;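 note: slope of fluorescence scaled to starting intensity during 10 to 20 s after thallium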
EBV gp42 inh: Epstein-Barr virus gp42 inhibitors, primary screen, biochemical, uHTS, fluorescence polarization; actives 0.42% (n = 220,000); inhibition, % (tested at 21.74 µM); Glycoprotein 42 (Epstein-Barr virus (strain AG876)), Q1HVG2; AID 1085, 2008; Fluorescence polarization binding assay, mP read-out; in the data active = inhibition above about 50%
Target sequence (Q1HVG2 whole entry, looked up): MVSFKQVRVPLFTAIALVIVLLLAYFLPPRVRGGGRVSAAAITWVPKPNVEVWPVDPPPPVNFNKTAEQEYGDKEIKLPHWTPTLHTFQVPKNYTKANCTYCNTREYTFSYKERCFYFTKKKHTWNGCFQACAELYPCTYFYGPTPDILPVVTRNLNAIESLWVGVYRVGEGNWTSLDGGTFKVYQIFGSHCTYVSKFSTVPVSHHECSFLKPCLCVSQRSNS
PPC-1+TRAIL kill: compounds killing PPC-1 cancer cells with TRAIL present, primary screen, TRAIL potentiator project, ATPLite luminescence, uHTS. PPC-1 cells + TRAIL, ATPLite viability luminescence. actives 0.41% (n = 220,000). AID 1443, 2008. cell killing (% activity), % at 4 µM;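 active = cell killing above 50% in the first pass at 4 µM, then a duplicate retest at 5 µM averaging 50% or more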;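 note: plate controls were cells with TRAIL plus DMSO for no effect and medium-only wells lacking cells for full effect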
zfTRPN1 agonist: zebrafish TRPN1 channel agonists, primary screen, cell-based, HEK293, calcium fluorescence; actives 0.18% (n = 220,000); activation, % at 3 µM; transient receptor potential cation channel N1 (TRPN1/NompC), Danio rerio; HEK293 zebrafish TRPN1-YFP, Fluo-8 calcium fluorescence; 100% = response to 87 µM carbachol; AID 1424, 2008;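 active = activation above its plate's cutoff, the mean activation of test wells on that plate plus 3 SD, cut at about 19% in these data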;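 note: 0% = DMSO alone and 100% = 87 µM carbachol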
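System: zebrafish TRPN1-YFP in HEK293 cells / Dosing: 3 µM single point / Timing: dye loading 1 h at 37 °C, then 30 min room temperature / Signal: Fluo-8 calcium fluorescence, excitation 470-495 nm, emission 515-575 nm / Read-out basis: percent activation from peak over basal fluorescence ratio, control-normalized / Control set: high carbachol 87 µM, low DMSO alone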
Numbers without * were called inactive; i = inactive; · = no result given; [ ] = remark or other dose. Random draw from the library; 3.6% or so of the library scored in one or more.

SMILES	Furin inhibitor	TRPML3 agonist	Tb hexokinase	m-calpain inh	thrombin 1536	KCC2 mod	EBV gp42 inh	PPC-1+TRAIL kill	zfTRPN1 agonist
COC(=O)c1sc(S(=O)(=O)N2CCN(c3ccccc3)CC2)c(C(=O)OC)c1C	-15[20 µM]	0.4	-5	-2	-2	-0.45	5	20	-0.3
O=C(NCCSCc1ccco1)Nc1ccccc1	-17	0.5	10	2	21	·	0	11	0.4
CC1C(c2ccccc2)C(C#N)(C#N)C2(C#N)C(=O)NC1(N)C2C (stereo not drawn)	-29[20 µM]	0.5	-4	21	-2	-0.043	-11	-14	-1.1
CC(=O)Nc1ccc(C(=O)N2CCCC2)cc1	-33[20 µM]	1.2	0	-32	-4	-4.5*	-12	1	1.1
Cn1c(Cl)cnc1C(O)c1ccccc1 (stereo not drawn)	-27	-0.3	3	-17	4	0.77	6	8	0.6
CCCCCC1CC(CC/C(C)=N/NC(N)=O)C(=O)O1 (stereo not drawn)	-27	-0.1	-14	-20	-8	1.2	-6	10	-1.0
Cc1ccccc1Nc1ncnc2c1cnn2Cc1ccccc1	-13	-0.4	-6	18	0	-0.26	-3	-3	0.1
Cc1nnc(SCC(=O)Nc2ncc(Cc3ccc(F)cc3)s2)n1N	-17[20 µM]	0.5	2	16	5	-1.1	-18	-2	-1.0
CCCCCC(=O)N/N=C/c1cccs1	-6	0.3	-7	6	-7	0.2	1	13	1.2
CC1=NCCN1CCNC(=O)Nc1ccc(C(C)(C)C)cc1	-8	1.2	-6	2	6	0.088	-5	-15	2.1
COC(=O)/C(=C\C=C\c1ccccc1)NC(=O)c1ccccc1	5	-0.5	-36	36	-1	·	-15	8	-2.2
O=C(NC(NC(=S)Nc1ccccc1O)C(Cl)(Cl)Cl)c1ccco1 (stereo not drawn)	-16	0.5	0	23	-6	1.4	12	2	-0.9
Cc1ccc(OCC(O)Cn2c(N3CCOCC3)nc3c2c(=O)[nH]c(=O)n3C)cc1 (stereo not drawn)	-22	0.7	-3	1	2	-1.3	-22	-1	0.5
CCC1Oc2ccc(C)cc2N(CC(=O)NCCN2C(C)CCCC2C)C1=O (stereo not drawn)	-14	0.2	4	-64	-13	0.16	8	-8	0.0
CC1CC(C)CN(CC(=O)N2CCOCC2)C1 (stereo not drawn)	-18	-0.4	-11	-30	-2	-0.58	3	17	0.5
Cc1cc2ccccc2cc1CN1CCOCC1	-1	-0.9	-3	-2	-9	·	-5	-17	0.1
CC1(C)CC(=O)C2=C(C1)N(CCN1CCOCC1)C1=C(C(=O)CC(C)(C)C1)C2c1cccc(Cl)c1	-66	-0.4	-14	i	-3	·	-12	16	1.3
Cc1cc(C)nc(N(C#N)CC(=O)Nc2ccccc2)n1	-19	0.9	6	26	1	·	-37	4	-0.4
CNC(=S)Nc1cccc(S(=O)(=O)NC2=NCCC2)c1	-21	0.8	-1	-2	2	0.042	2	15	1.9
Cc1coc(C)c1C(=O)CC1(O)C(=O)N(Cc2ccccc2)c2ccccc21 (stereo not drawn)	-4[20 µM]	-0.9	8	-17	0	-0.99	-8	19	-0.9
COC(=O)c1ccc(CSc2ccc3nnc(-c4ccccc4)n3n2)o1	-41	-1.3	-5	-60	-13	·	-2	13	-2.6
CC1(C)SC(=S)N(Cc2ccc3c(c2)OCO3)C1N(O)C(=O)NC1CCCCC1 (stereo not drawn)	-35[20 µM]	-0.5	7	-3	4	-0.38	5	-3	0.1
COCCSc1nnc(NC(=O)c2ccc3c(c2)OCO3)s1	-31	0.5	-21	4	-10	0.92	-14	13	-0.8
Cc1ccc2c(c1)N(Cc1ccc3c(c1)OCO3)C(=O)C(C)O2 (stereo not drawn)	-1	-0.9	4	20	-4	·	-31	-8	-2.2
CCS(=O)(=O)N1N=C(c2cccc(NS(C)(=O)=O)c2)CC1c1ccc(C)cc1 (stereo not drawn)	-15	-0.2	1	11	5	-0.34	14	3	1.1

Part of the list above in order of count of non-hydrogen atoms, ascending:
SMILES	Furin inhibitor	TRPML3 agonist	Tb hexokinase	m-calpain inh	thrombin 1536	KCC2 mod	EBV gp42 inh	PPC-1+TRAIL kill	zfTRPN1 agonist
CCCCCC(=O)N/N=C/c1cccs1	-6	0.3	-7	6	-7	0.2	1	13	1.2
CC1CC(C)CN(CC(=O)N2CCOCC2)C1 (stereo not drawn)	-18	-0.4	-11	-30	-2	-0.58	3	17	0.5
Cc1cc2ccccc2cc1CN1CCOCC1	-1	-0.9	-3	-2	-9	·	-5	-17	0.1
CNC(=S)Nc1cccc(S(=O)(=O)NC2=NCCC2)c1	-21	0.8	-1	-2	2	0.042	2	15	1.9
COC(=O)/C(=C\C=C\c1ccccc1)NC(=O)c1ccccc1	5	-0.5	-36	36	-1	·	-15	8	-2.2
Cc1ccccc1Nc1ncnc2c1cnn2Cc1ccccc1	-13	-0.4	-6	18	0	-0.26	-3	-3	0.1
CCC1Oc2ccc(C)cc2N(CC(=O)NCCN2C(C)CCCC2C)C1=O (stereo not drawn)	-14	0.2	4	-64	-13	0.16	8	-8	0.0
COC(=O)c1sc(S(=O)(=O)N2CCN(c3ccccc3)CC2)c(C(=O)OC)c1C	-15[20 µM]	0.4	-5	-2	-2	-0.45	5	20	-0.3

Carrying on.
SMILES	Furin inhibitor	TRPML3 agonist	Tb hexokinase	m-calpain inh	thrombin 1536	KCC2 mod	EBV gp42 inh	PPC-1+TRAIL kill	zfTRPN1 agonist
O=C(/C=C1\C(=O)Nc2ccccc21)/C=C1\C(=O)Nc2ccccc21	-3	0.3	-5	17	-1	-0.57	-3	16	1.3
Cc1cc(C(=O)N2CCN(C(=O)c3ccco3)CC2)ccc1[N+](=O)[O-]	-17	0.8	-6	9	-11	0.59	-9	7	-2.4
O=C(O)c1cnn2c(C(F)F)cc(C3CC3)nc12	-17[20 µM]	0.3	-6	-26	-1	-0.034	-7	-16	-1.0
COc1ccccc1OCCSc1nc(C)c(Cc2ccccc2)c(=O)[nH]1	-23	0.2	-10	-5	3	0.98	-8	-16	1.5
Nc1ccc(N2CCOCC2)c2nonc12	-12	1.0	-4	-10	1	-0.42	-14	11	1.3
Cc1nc2ccc(N)cc2s1	-32	0.3	-3	-22	0	·	-2	6	1.1
COc1ccc(NS(=O)(=O)c2cccc(C(=O)OCC(=O)Nc3cc(C)on3)c2)cc1	-17[20 µM]	-0.6	-1	21	-2	-1.3	-27	5	3.2
CCN(CC1COc2ccccc2O1)C(=S)NCCCN(C)C (stereo not drawn)	-25	1.7	9	0	-10	-0.024	-6	2	1.1
O=C(Oc1ccc(C(=S)N2CCC(O)CC2)cc1)c1ccc(Cl)cc1	-20	1.8	0	23	2	-0.21	-1	8	2.8
CCCC(=O)N1CCc2[nH]c3ccccc3c2C1	-26	-0.3	-5	-10	-2	0.026	-14	-11	-0.3
CCOC(=O)c1sc(NC(=O)CN2C(=O)NC3(CC(C)CC(C)(C)C3)C2=O)c(C(=O)OCC)c1C (stereo not drawn)	-53	1.1	0	-57	-3	-0.28	-16	-9	0.1
O=C(CN1CCN(C2CCCCC2)CC1)Nc1cccc2ccccc12	-23	-0.8	-1	-14	1	0.4	-3	-10	-0.7
O=C(COc1ccc([N+](=O)[O-])cc1)Nc1ccc2c(c1)OCO2	-24	-0.1	-5	-10	1	0.37	2	10	-0.6
O=S(=O)([O-])CCC[n+]1c(/C=C\Nc2ccccc2)oc2ccc(-c3ccccc3)cc21	-11	25*	-12	-40	5	-0.035	-167	·	119*
CCN(CC)CCN1C(=O)C(O)=C(C(=O)c2ccc(C)o2)C1c1ccccn1 (stereo not drawn)	-10[20 µM]	1.3	-5	·	·	0.45	·	·	-0.3
Cn1c(=O)[nH]c(=O)c2c1nc(N1CCCCCC1)n2CCSc1nc2ccccc2o1	-14	1.0	-1	18	3	-0.66	-13	-10	1.3
CC(=O)Nc1cccc(/C(C)=N/NS(=O)(=O)c2ccc(C)cc2)c1	-30	0.3	-1	-7	4	-0.0099	0	0	-1.4
CC(C)CN(CC(C)C)C(=O)CCCC(=O)N(CC(C)C)CC(C)C	-6	0.1	-7	24	1	-1.1	-10	-13	-1.7
CC1(c2ccccc2)NC(=S)N2C1NC(=S)N2c1ccccc1 (stereo not drawn)	-26[20 µM]	0.0	-1	-6	-5	-0.19	-14	-4	-0.8
O=C(CSc1nnc(-c2ccc(F)cc2)c2ccccc12)Nc1c(F)cccc1F	-14	-1.2	-10	-12	0	-2.2	-5	8	-0.9
CC(C)c1nnc(NC(=O)CCC(=O)NCCc2ccccc2)s1	-15	0.5	-6	9	-7	-0.74	-10	8	0.8
O=C(NC1CCCCC1)N1CCN(c2nc(-c3ccccc3)cs2)CC1	-36	0.2	-1	-16	-7	-3	-11	·	5.0
OCCN(CC#CCn1c2ccccc2c2ccccc21)CCO	-17	0.7	-13	-26	-9	-0.27	5	0	0.1
C=CCn1c(SCc2nc3sc(C(=O)O)c(C)c3c(=O)[nH]2)nnc1-c1ccccc1	0	-0.3	2	18	24	-0.058	3	0	0.6
COc1cc(C2CC(=O)Nc3n[nH]c(-c4ccccc4)c32)cc(OC)c1OC (stereo not drawn)	-21	0.3	0	-16	-3	-0.35	-19	2	1.3
Clc1ccc(OCCn2cnc(Cl)c2Cl)cc1	-14	-0.6	-9	-8	5	0.049	-17	-6	-0.7
Cc1ccc(CNC(=O)C2CCC(CNc3c(N4CCC(C)CC4)c(=O)c3=O)CC2)cc1 (stereo not drawn)	-5	0.2	3	18	-9	0.24	-10	13	0.6
CC(=O)CNc1ccc(S(=O)(=O)N/N=C/c2ccccc2)cc1	-22	1.3	-2	2	-4	0.61	-12	10	0.4
Cc1cc(NC(=O)c2noc3c2CCCC3)nn1Cc1ccc(Cl)cc1	-31	-0.9	-13	42	-6	-0.46	-10	16	-1.9
